TIM10 inh – TIM10 yeast growth inhibition; S. cerevisiae TIM10 strain growth, BacTiter-Glo luminescence, 24 h; inhibition, % at 10 µM; actives 1.4% (n = 330,000); AID 463195;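 active = inhibition of 40% or more at the single tested concentration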;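 also: wild-type TIM10 isogenic control strain grown at permissive 25 °C; 0% = DMSO yeast wells and 100% = minimal medium wells without yeast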
tim10-1 inh – tim10-1 yeast growth inhibition; S. cerevisiae tim10-1 ts strain growth, BacTiter-Glo, 24 h; inhibition, % at 20 µM; actives 2.2% (n = 330,000); AID 463190;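 active = inhibition of at least 40%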;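 also: mutant grown at 25 °C; 0% = DMSO wells with yeast and 100% = wells holding no yeast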
MPTP inh – blocks calcium-induced mitochondrial swelling | isolated mouse mitochondria, Ca2+ swelling absorbance, 30 min | inhibition, % at 10 µM | actives 1.4% (n = 360,000) | AID 602449;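 active = inhibition of 50% or more, scaled per plate between neutral and stimulator controls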;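 also: 0% = DMSO wells given calcium and 100% = 1 mM EGTA wells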
MIN6 prolif – inducers of beta-cell replication in MIN6 cells | MIN6 cells proliferation, ATPlite luminescence, 48 h; cells starved in 0.2% serum; 100% = growth in 10% serum | proliferation, % at 10 µM | actives 0.29% (n = 330,000) | AID 2380;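 active = compounds whose signal lies at least 3.5 SD above the mean of all wells on their plate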;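 also: 0% = DMSO-treated cells in low-serum medium and 100% = 10% serum control; some compounds called inactive have numbers as strong as hits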
APJ agonist – activates the human apelin receptor APJ | CHO-K1 APJ PathHunter beta-arrestin, luminescence; 0% DMSO wells, 100% apelin | activation, % at 20 µM | AID 2520 | actives 0.11% (n = 330,000) | P35414;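 active = activation more than six SD over the plate average, tested at 20 µM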;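 also: 0% = DMSO alone and 100% = apelin-13 at 10 nM; some results filed as inactive read as strong as hits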
Target sequence (P35414 whole entry, looked up): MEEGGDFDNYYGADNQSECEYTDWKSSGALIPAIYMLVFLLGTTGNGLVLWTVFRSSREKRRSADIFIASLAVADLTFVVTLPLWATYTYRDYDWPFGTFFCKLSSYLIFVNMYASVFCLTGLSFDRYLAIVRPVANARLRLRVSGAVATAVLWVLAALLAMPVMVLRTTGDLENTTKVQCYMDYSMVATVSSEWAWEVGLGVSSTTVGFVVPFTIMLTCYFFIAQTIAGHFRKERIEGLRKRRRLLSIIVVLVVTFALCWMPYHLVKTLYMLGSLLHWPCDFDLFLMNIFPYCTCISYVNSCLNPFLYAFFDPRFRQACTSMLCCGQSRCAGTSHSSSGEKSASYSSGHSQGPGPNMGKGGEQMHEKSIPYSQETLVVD
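Material: engineered CHO-K1 APJ arrestin reporter cells; amount: 1000 CHO-K1 reporter cells seeded per well; incubation: compound stimulation 90 min at 25 °C, detection 60 min; signal: luminescent beta-gal fragment complementation, chemiluminescent substrate; read-out basis: APJ agonist activity; controls: DMSO-only wells as negative, 10 nM Apelin-13 as positive control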
tim23-1 inh – growth inhibitors of tim23-1 mutant yeast. S. cerevisiae tim23-1 growth, BacTiter-Glo luminescence, 24 h. inhibition, % at 20 µM. actives 1.3% (n = 330,000). AID 463212;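 active = growth inhibition of the mutant yeast at or above 50%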;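 also: temperature-sensitive mutant grown at 25 °C; plate controls were DMSO-treated mutant yeast for no effect and medium wells lacking yeast for full effect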
APJ antagonist – antagonists of human APJ apelin receptor. P35414. CHO-K1 APJ beta-arrestin complementation, luminescence. inhibition, % at 20 µM. actives 0.32% (n = 330,000);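 active = inhibition above about 40% at 20 µM, limit read from the data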;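 also: cells challenged with 10 nM apelin-13 agonist together with compound; plate controls were apelin-13 plus DMSO wells for no effect and DMSO wells lacking apelin-13 for full effect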
GRIN3A LBD mod – modulates the human NR3A ligand-binding domain. actives 2.5% (n = 340,000). Tm shift relative to glycine control, % at 25 µM. NR3A LBD differential scanning fluorimetry, Tm shift; 0% = protein alone, 100% = glycine-bound protein;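 active = melting temperature shift of at least 10% of the positive control shift, at one fixed dose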
NLRP3 yeast inh – inhibitors of NALP3 inflammasome in yeast; Yeast reconstituted NLRP3/ASC/caspase-1, beta-gal luminescence, 24 h; inhibition, % at 10 µM; actives 0.39% (n = 330,000); AID 2825;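 active = inhibition of 50% or more; inactive = inhibition below 50%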;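 also: plate controls were induced DMSO wells for no effect and uninduced yeast grown without galactose for full effect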
* marks the source's active call; other numbers are inactive results.

For CCc1ccc[n+](-c2[nH]c(=O)sc2/C=N/N=C(\N)[O-])c1 the results were TIM10 inh 7.1, tim10-1 inh 16.1, MPTP inh 2.2, MIN6 prolif 3.7, APJ agonist -0.7, tim23-1 inh 1.9, APJ antagonist 10.0, GRIN3A LBD mod 0.0 and NLRP3 yeast inh 5.4.
COc1ccc(NC(=O)c2ccc(NC(=O)c3nc4nc(C)cc(C)n4n3)cc2)cc1 was read as TIM10 inh 42.5*, tim10-1 inh 1.8, MPTP inh -0.2, MIN6 prolif -0.7, APJ agonist -4.9, tim23-1 inh 3.1, APJ antagonist -39.8, GRIN3A LBD mod -8.9 and NLRP3 yeast inh -18.5.
For COc1ccc(C2C(C(=O)OCC3CCCO3)=C(C)NC3=C2C(=O)CC(c2ccco2)C3)cc1O (centres undefined) the results were TIM10 inh -3.2, tim10-1 inh 13.8, MPTP inh 0.3, MIN6 prolif -1.8, APJ agonist -3.7, tim23-1 inh 9.5, APJ antagonist 4.4, GRIN3A LBD mod -2.3 and NLRP3 yeast inh 4.2.
Screening Cn1c(=O)c2c(nc(Cc3ccc(N)cc3)n2C)n(C)c1=O returned TIM10 inh -10.0, tim10-1 inh 18.8, MPTP inh -0.3, MIN6 prolif -0.1, APJ agonist -0.2, tim23-1 inh 16.7, APJ antagonist 3.1, GRIN3A LBD mod 0.8 and NLRP3 yeast inh 9.3.
Cc1nc(CN2CCN(S(=O)(=O)c3c(Cl)cc(Br)cc3Cl)CC2)cs1 was read as TIM10 inh 32.8, tim10-1 inh 48.7*, MPTP inh -2.1, MIN6 prolif 5.7, APJ agonist -2.5, tim23-1 inh 45.2, APJ antagonist 15.9, GRIN3A LBD mod 3.2 and NLRP3 yeast inh 18.0.
Screening CCOc1ccc(NC(=O)c2ccc(CC)s2)c([N+](=O)[O-])c1 returned TIM10 inh -18.0, tim10-1 inh 20.7, MPTP inh -0.1, MIN6 prolif -0.9, APJ agonist 1.5, tim23-1 inh 3.6, APJ antagonist -21.5, GRIN3A LBD mod -1.5 and NLRP3 yeast inh 4.9.
Screening CCC(C(=O)c1ccccc1)P(=O)(NN)c1ccccc1 (centres undefined) returned TIM10 inh 4.3, tim10-1 inh -0.3, MPTP inh 1.3, MIN6 prolif 0.1, APJ agonist -4.1, tim23-1 inh 2.7, APJ antagonist 3.9, GRIN3A LBD mod -2.1 and NLRP3 yeast inh 8.1.
`CC(=O)C1=C(C)NC(SCC(=O)c2ccccc2)=C(C#N)C1c1ccco1` (centres undefined) gave TIM10 inh 21.0, tim10-1 inh 8.8, MIN6 prolif -2.5, APJ agonist 1.9, tim23-1 inh 31.2, APJ antagonist -5.8 and NLRP3 yeast inh 37.6.
For O=C(Nc1ccc(F)cc1)N(Cc1nnc2n1CCCCC2)c1ccccc1 the results were TIM10 inh -4.2, tim10-1 inh 14.4, MPTP inh -1.0, MIN6 prolif -0.8, APJ agonist 3.1, tim23-1 inh 4.8, APJ antagonist -39.3, GRIN3A LBD mod -3.8 and NLRP3 yeast inh 6.4.
`CN1CCN(Cc2cc(Cl)c3cccnc3c2OC(=O)c2cccs2)CC1` gave TIM10 inh 10.3, tim10-1 inh 26.2, MPTP inh -4.3, MIN6 prolif 0.0, APJ agonist -0.4, tim23-1 inh 9.5, APJ antagonist -15.4, GRIN3A LBD mod -1.4 and NLRP3 yeast inh 5.8.
Screening CC(=O)c1ccc(NC(=O)Cn2cnc(S(=O)(=O)N3CCOCC3)c2)cc1 returned TIM10 inh -3.8, tim10-1 inh -19.0, MPTP inh -0.5, MIN6 prolif 0.8, APJ agonist 5.5, tim23-1 inh -2.4, APJ antagonist -28.0, GRIN3A LBD mod 0.8 and NLRP3 yeast inh 0.5.
For COc1ccc2nc(N(CCN(C)C)C(=O)c3ccc4c(c3)OCCO4)sc2c1 the results were TIM10 inh 15.7, tim10-1 inh 24.5, MPTP inh 1.4, MIN6 prolif -0.4, APJ agonist -0.3, tim23-1 inh 4.1, APJ antagonist 12.9, GRIN3A LBD mod -11.2 and NLRP3 yeast inh 9.4.
Screening COc1ccccc1-c1oc2ccccc2c1C#CCCO returned TIM10 inh -6.8, tim10-1 inh 3.1, MPTP inh 1.3, MIN6 prolif -1.7, APJ agonist -0.9, tim23-1 inh 26.9, APJ antagonist 6.3, GRIN3A LBD mod -11.9 and NLRP3 yeast inh 45.0.
For COc1ccc(CN2C[C@H](C)[C@@H](CC(=O)NCc3ccccc3)C2=O)cc1 the results were TIM10 inh -0.3, tim10-1 inh 2.8, MPTP inh -1.0, MIN6 prolif -0.7, APJ agonist 0.4, tim23-1 inh 16.9, APJ antagonist 4.9, GRIN3A LBD mod -2.3 and NLRP3 yeast inh 15.9.
`O=C1CCC(=O)N1OCCOc1ccccc1` gave TIM10 inh -10.9, tim10-1 inh 14.3, MPTP inh 1.4, MIN6 prolif -1.3, APJ agonist -1.8, tim23-1 inh 4.5, APJ antagonist 4.0, GRIN3A LBD mod -3.3 and NLRP3 yeast inh -2.9.
Screening CC1CCCC(NC(=O)CSc2nnc(N)s2)C1C (centres undefined) returned TIM10 inh 4.7, tim10-1 inh 6.9, MPTP inh -1.2, MIN6 prolif 1.8, APJ agonist -2.0, tim23-1 inh 14.5, APJ antagonist 15.4, GRIN3A LBD mod -0.4 and NLRP3 yeast inh 21.0.
For CCOCCCNCc1ccc(OCC(=O)N2CCOCC2)c(OC)c1 the results were TIM10 inh 5.4, tim10-1 inh -0.2, MPTP inh 1.6, MIN6 prolif 1.6, APJ agonist -1.8, tim23-1 inh 7.8, APJ antagonist 17.4, GRIN3A LBD mod -2.2 and NLRP3 yeast inh 10.2.
Screening COc1cccc(CN2CCN(C3CCN(c4ccccc4C)CC3)CC2CCO)c1 (centres undefined) returned TIM10 inh 5.5, tim10-1 inh 17.2, MPTP inh 4.2, MIN6 prolif -1.6, APJ agonist -2.2, tim23-1 inh 20.9, APJ antagonist 0.7, GRIN3A LBD mod -1.1 and NLRP3 yeast inh 16.8.
Screening O=C(NCC1CCCO1)C1CCCN(c2ncccn2)C1 (centres undefined) returned TIM10 inh -2.3, tim10-1 inh 15.0, MPTP inh -1.8, MIN6 prolif -1.3, APJ agonist -4.3, tim23-1 inh 0.3, APJ antagonist -1.6, GRIN3A LBD mod -1.6 and NLRP3 yeast inh 15.7.
O=C(COc1ccc(S(=O)(=O)N2CCOCC2)cc1)NC1CC1 was read as TIM10 inh -10.0, tim10-1 inh 14.7, MPTP inh -0.6, MIN6 prolif -0.4, APJ agonist -0.9, tim23-1 inh 10.7, APJ antagonist 3.2, GRIN3A LBD mod -1.6 and NLRP3 yeast inh 4.3.
Screening CC1(C)CC(=O)C(C(=S)Nc2ccccc2)=C(NC2CC(C)(C)NC(C)(C)C2)C1 returned TIM10 inh -23.3, tim10-1 inh 6.3, MPTP inh -2.0, MIN6 prolif -2.5, APJ agonist 0.1, tim23-1 inh 8.9, APJ antagonist -4.0, GRIN3A LBD mod -1.5 and NLRP3 yeast inh 9.0.
Cc1[nH]nc(Nc2ccc(C(C)C)cc2)c1[N+](=O)[O-] was read as TIM10 inh 36.5, tim10-1 inh 10.7, MPTP inh 49.3, MIN6 prolif 0.2, APJ agonist -5.6, tim23-1 inh 37.8, APJ antagonist 14.6, GRIN3A LBD mod -5.3 and NLRP3 yeast inh 48.1.
Screening CCOc1ccc(S(=O)(=O)N(CC(=O)NN=C2CCN(C)CC2)c2ccc(C)cc2)cc1 returned TIM10 inh 0.4, tim10-1 inh 27.7, MPTP inh 0.7, MIN6 prolif -0.3, APJ agonist -0.3, tim23-1 inh 13.4, APJ antagonist 1.6, GRIN3A LBD mod 1.0 and NLRP3 yeast inh 13.9.
COc1cc([N+](=O)[O-])ccc1NC(=O)CC1SC(=Nc2ccc(F)cc2)N(CCC2=CCCCC2)C1=O (centres undefined) was read as TIM10 inh 15.3, tim10-1 inh 18.6, MPTP inh 7.0, MIN6 prolif -5.7, APJ agonist 1.3, tim23-1 inh 31.9, APJ antagonist -34.1, GRIN3A LBD mod 5.9 and NLRP3 yeast inh 12.4.
COc1ccc(NS(=O)(=O)c2ccc(C)c(NC(=O)CN3C(=O)NC4(CCCC4)C3=O)c2)cc1 was read as TIM10 inh -5.4, tim10-1 inh -9.6, MPTP inh 0.0, MIN6 prolif 6.0, APJ agonist -3.3, tim23-1 inh -14.8, APJ antagonist 6.2, GRIN3A LBD mod -1.6 and NLRP3 yeast inh 12.3.
`O=C(CCN1C(=O)COc2ccccc21)N1CCCCC1` gave TIM10 inh -6.7, tim10-1 inh 4.8, MPTP inh -0.3, MIN6 prolif 0.8, APJ agonist -3.8, tim23-1 inh 7.1, APJ antagonist -9.5, GRIN3A LBD mod 1.5 and NLRP3 yeast inh -4.4.
`CC1CCCCC1NC(=O)CSc1nnc(N)s1` (centres undefined) gave TIM10 inh -0.1, tim10-1 inh -3.9, MPTP inh -0.6, MIN6 prolif 0.3, APJ agonist -7.2, tim23-1 inh 3.8, APJ antagonist -9.6, GRIN3A LBD mod 0.5 and NLRP3 yeast inh -12.6.
`CC(C)(C)c1ccc(/C=N/Nc2ccc(C(=O)O)cc2)cc1` gave TIM10 inh -3.7, tim10-1 inh -33.9, MPTP inh 0.3, MIN6 prolif -0.6, APJ agonist -0.2, tim23-1 inh 28.6, APJ antagonist -14.1, GRIN3A LBD mod -4.9 and NLRP3 yeast inh 13.8.
O=C(Nc1nc2ccccc2n1Cc1ccccc1)c1ccc(COc2ccccc2[N+](=O)[O-])o1 was read as TIM10 inh -4.7, tim10-1 inh 15.0, MPTP inh 1.1, MIN6 prolif -4.4, APJ agonist -4.9, tim23-1 inh -25.5, APJ antagonist 1.2, GRIN3A LBD mod -2.7 and NLRP3 yeast inh 14.9.
Screening COc1cc(CNc2cccc3[nH]c(C(F)(F)F)nc23)cc(OC)c1 returned TIM10 inh 14.7, tim10-1 inh 42.1*, MPTP inh 5.1, MIN6 prolif -2.5, APJ agonist -1.9, tim23-1 inh 38.6, APJ antagonist 14.9, GRIN3A LBD mod 5.9 and NLRP3 yeast inh 13.6.
Screening CCn1c(C(=O)N2CCC(C(=O)NCCCSC3CCCCC3)CC2)cc2sccc21 returned TIM10 inh 3.7, tim10-1 inh 20.7, MPTP inh -2.0, MIN6 prolif -2.3, APJ agonist -0.1, tim23-1 inh 26.6, APJ antagonist 5.0, GRIN3A LBD mod -2.6 and NLRP3 yeast inh -5.5.
For COc1ccc([N+](=O)[O-])cc1/C=N/Nc1nn[nH]n1 the results were TIM10 inh 10.5, tim10-1 inh 3.4, MPTP inh -1.8, MIN6 prolif -2.7, APJ agonist -4.5, tim23-1 inh -7.4, APJ antagonist 22.2, GRIN3A LBD mod -3.0 and NLRP3 yeast inh 7.3.
For CCOC(=O)CSc1nnc(CNc2cccc(Cl)c2)n1C the results were TIM10 inh -3.2, tim10-1 inh 19.2, MPTP inh 3.6, MIN6 prolif -1.2, APJ agonist -2.4, tim23-1 inh 15.4, APJ antagonist -6.4, GRIN3A LBD mod -1.0 and NLRP3 yeast inh -4.5.

Quoted at random: 2 records from the list, in no set order.
Screening CCn1c(C(=O)N2CCC(C(=O)NCCCSC3CCCCC3)CC2)cc2sccc21 returned TIM10 inh 3.7, tim10-1 inh 20.7, MPTP inh -2.0, MIN6 prolif -2.3, APJ agonist -0.1, tim23-1 inh 26.6, APJ antagonist 5.0, GRIN3A LBD mod -2.6 and NLRP3 yeast inh -5.5.
`O=C(CCN1C(=O)COc2ccccc21)N1CCCCC1` gave TIM10 inh -6.7, tim10-1 inh 4.8, MPTP inh -0.3, MIN6 prolif 0.8, APJ agonist -3.8, tim23-1 inh 7.1, APJ antagonist -9.5, GRIN3A LBD mod 1.5 and NLRP3 yeast inh -4.4.

Screens deposited in PubChem BioAssay by Sanford-Burnham Center for Chemical Genomics.
